Source: PubChem
MrgX1 PAM = allosterically activates human MrgX1 receptor signaling; Q96LB2; MrgX1-HEK293, Fluo-4 calcium flux, FDSS; active compounds read high; actives 0.63% (n = 310,000); B-score at 10 µM;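 active = plate-corrected calcium response at least 3 library SD above typical, normal starting fluorescence, not activating the receptor alone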;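 also: compound read alongside a low EC10 to EC30 dose of BAM8-22 agonist; peak minus trough fluorescence over baseline measured at the second addition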
MrgX1 antagonist = human MrgX1 receptor antagonism, primary screen; Q96LB2; MRGX1-HEK293 calcium flux, Fluo-4, BAM8-22 antagonism; active compounds read low; B-score at 10 µM; actives 1.3% (n = 310,000);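 active = calcium-response B-score plate-corrected more than 3 library SD below zero, starting fluorescence within 5 deviations, no agonist response on first addition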;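 also: peak minus trough fluorescence over baseline after final BAM8-22 challenge near maximal dose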
RGS4 inh = human RGS4 inhibition. P49798. HEK293 M3R/RGS4 inducible, Fluo-4 calcium flux; active compounds read high; triggered by carbachol at its EC20. B-score at 10 µM. actives 0.45% (n = 310,000). AID 463165;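 active = B-score, a plate-corrected calcium signal, over three deviations above library mean, with baseline fluorescence within five deviations of library mean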;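 also: RGS4 expression induced by doxycycline in cells with stable M3 receptor; B-score is computed from the integrated fluorescence ratio over baseline after carbachol; higher B-score means a larger calcium signal and so more RGS4 inhibition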
Target sequence (P49798 whole entry, looked up): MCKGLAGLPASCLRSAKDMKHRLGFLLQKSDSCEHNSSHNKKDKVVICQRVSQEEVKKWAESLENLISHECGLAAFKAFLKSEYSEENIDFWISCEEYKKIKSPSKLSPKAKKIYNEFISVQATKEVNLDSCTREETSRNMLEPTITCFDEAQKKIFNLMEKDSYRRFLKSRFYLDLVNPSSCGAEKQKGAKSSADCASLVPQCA
TRPC4 potent = allosteric potentiators of mouse TRPC4 channel. Q9QUQ5. HEK293 TRPC4beta/mu-opioid, DAMGO EC20, Fluo-4 Ca2+ flux; active compounds read high. B-score at 10 µM. actives 0.42% (n = 310,000). AID 2227;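 active = B-score of calcium response area above 5 SD of library B-scores, with initial fluorescence ratio within 5 SD of library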;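 also: B-score of integrated fluorescence ratio over time as area under calcium response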
ANO1 activ = mouse TMEM16A channel activation, primary screen; actives 0.3% (n = 340,000); Q8BHY3; B-score at 10 µM; HEK293 TMEM16A/YFP-H148Q/I152L, iodide quench fluorescence; active compounds read low; AID 623877;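 active = fluorescence-ratio B-score plate-corrected deviation score at least 3 library SD below zero, with starting fluorescence score within 5 deviations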;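 also: channel opened by trigger with iodide after compound preincubation; score built on the fluorescence ratio of max minus min over baseline; more negative score means more quench and so TMEM16A activation or potentiation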
TRPC4 agonist = activators of mouse TRPC4 channel. HEK293 TRPC4beta/mu-opioid, Fluo4 calcium fluorescence; active compounds read high. B-score at 10 µM. actives 0.49% (n = 310,000);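 active = B-score above 5 SD of library B-scores, and initial fluorescence ratio not above library mean plus 5 SD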;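 also: positive B-score marks a calcium rise read as TRPC4 activation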
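System – HEK293 cells stably co-expressing mouse TRPC4beta and mu-opioid receptor · Signal – Fluo4 calcium-sensitive dye fluorescence, kinetic, 1 Hz baseline · Benchmarks – buffer (low) and maximal DAMGO (high) · Read-out – B score of integrated fluorescence ratio per well · Incubation – dye loading 45 min room temperature, 110 s kinetic read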
TRPC6 act = activates the mouse TRPC6 cation channel; HEK293-TRPC6 membrane potential dye fluorescence; active compounds read high; actives 0.13% (n = 310,000); AID 2550; B-score at 10 µM;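 active = B-score of the integrated fluorescence ratio above library mean plus 3 SD, and starting fluorescence ratio within library mean plus 5 SD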;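 also: higher score means more depolarization so channel activation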
Target sequence (Q61143 whole entry, looked up): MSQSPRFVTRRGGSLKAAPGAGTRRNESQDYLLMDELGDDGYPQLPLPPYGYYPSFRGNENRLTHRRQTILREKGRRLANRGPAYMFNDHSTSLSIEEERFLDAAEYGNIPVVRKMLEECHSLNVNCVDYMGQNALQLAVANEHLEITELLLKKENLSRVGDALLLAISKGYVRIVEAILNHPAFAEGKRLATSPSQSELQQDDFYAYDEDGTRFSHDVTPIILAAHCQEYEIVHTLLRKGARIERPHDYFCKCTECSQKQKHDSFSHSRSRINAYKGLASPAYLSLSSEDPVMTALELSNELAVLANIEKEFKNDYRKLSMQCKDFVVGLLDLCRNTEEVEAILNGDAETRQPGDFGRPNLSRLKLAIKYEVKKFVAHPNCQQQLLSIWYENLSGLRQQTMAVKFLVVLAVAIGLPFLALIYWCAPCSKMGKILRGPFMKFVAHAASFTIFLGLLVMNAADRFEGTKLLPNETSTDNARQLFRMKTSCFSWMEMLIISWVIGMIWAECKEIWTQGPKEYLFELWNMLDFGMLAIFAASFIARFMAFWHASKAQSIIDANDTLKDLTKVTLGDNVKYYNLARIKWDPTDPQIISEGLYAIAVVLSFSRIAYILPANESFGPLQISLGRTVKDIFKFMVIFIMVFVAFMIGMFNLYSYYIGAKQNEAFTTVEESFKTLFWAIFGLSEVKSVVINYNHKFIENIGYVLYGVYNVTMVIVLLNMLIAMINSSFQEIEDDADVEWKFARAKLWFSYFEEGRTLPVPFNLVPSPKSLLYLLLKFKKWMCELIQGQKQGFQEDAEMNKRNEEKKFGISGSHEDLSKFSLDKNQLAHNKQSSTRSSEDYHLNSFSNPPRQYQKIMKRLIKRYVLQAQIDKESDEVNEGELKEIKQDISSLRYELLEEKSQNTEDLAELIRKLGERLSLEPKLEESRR
TRPC6 inhibitor = mouse TRPC6 channel inhibition | Q61143 | HEK293-TRPC6, membrane potential dye, ACh-evoked depolarization; active compounds read low | B-score at 10 µM | actives 1.1% (n = 310,000);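 active = B-score under library mean minus 3 SD, initial fluorescence not abnormally high, positive integrated signal ratio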;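 also: B-score derived from integrated fluorescence ratio over the kinetic read; more negative B-score means stronger inhibition of depolarization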
TRPC4 inh = TRPC4 (mouse) channel inhibition; AID 2247; B-score at 10 µM; HEK293 TRPC4beta/mu-opioid, DAMGO-evoked Fluo4 calcium flux; active compounds read low; actives 0.39% (n = 300,000);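 active = B-score over 3 SD under the library average, no early fluorescence shift, positive overall ratio signal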
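Assay system: Stable TRPC4beta/mu-opioid receptor HEK293 cells | Reagent: DAMGO in two steps, submaximal then maximal | Compound dosing: Single concentration per test compound | Signal: Fluo4 Ca2+ flux fluorescence | Evaluation: Per-well B score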
TMEM16A inh = mouse TMEM16A channel inhibition, primary screen; normalized B-score (activity score, 25-100; higher = stronger inhibition) at 10 µM; AID 588511; HEK293 TMEM16A/YFP iodide influx fluorescence, ionomycin; actives 1.2% (n = 310,000); Q8BHY3;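 active = ratio plate-corrected score three or more library SD toward inhibition, starting fluorescence score within five deviations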;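 also: score derived from kinetic fluorescence span divided by baseline fluorescence per well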
MrgX1 agonist = activates human MrgX1 receptor signaling; B-score at 10 µM; actives 0.44% (n = 310,000); MrgX1-HEK293 cells, Fluo-4 calcium fluorescence, agonist mode; active compounds read high;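 active = calcium response B-score plate-corrected fluorescence ratio at least 3 library SD, with starting fluorescence B-score inside 5 SD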
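Material – MrgX1-expressing HEK293 cells · Input – 15,000 cells seeded per well · Dosing – compound as first of three additions · Times – overnight seeding, then 1 h dark dye loading · Measured by – kinetic Fluo-4 NW fluorescence of intracellular calcium · Read-out – B-scored fluorescence response ratio · Benchmarks – positive and negative control wells on each plate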
Active calls of the source: *; i = inactive; nt = no result given.

SMILES | MrgX1 PAM | MrgX1 antagonist | RGS4 inh | TRPC4 potent | ANO1 activ | TRPC4 agonist | TRPC6 act | TRPC6 inhibitor | TRPC4 inh | TMEM16A inh | MrgX1 agonist
CCCN(CCC)C(C(=O)Nc1cccc(OC)c1)c1ccccc1 (configuration not stated) | i | i | i | i | i | i | i | i | i | i | i
O=C(Oc1ccc(N2C(=O)C3C4CCC(C4)C3C2=O)cc1)c1ccco1 (configuration not stated) | i | i | i | i | i | i | i | i | i | i | i
O=C(O)C1C2C=CC(C3CC23)C1C(=O)N1CCc2ccccc21 (configuration not stated) | i | i | i | i | i | i | i | i | i | i | i
CC(=O)c1c[nH]c(C(=O)NC2CCCCCC2)c1 | i | i | i | i | i | i | i | i | i | i | i
CCCC(c1nnnn1C(C)(C)C)N1CCN(Cc2ccccc2)CC1 (configuration not stated) | i | i | i | i | i | i | i | i | i | i | i
CCN(CC)S(=O)(=O)c1cc(NC(=O)c2n[nH]c(=O)c3ccccc23)ccc1C | i | i | i | i | i | i | i | i | i | i | i
S=C(Nc1ccc2nccnc2c1)N1CCOCC1 | i | i | i | i | i | i | i | i | i | i | i
O=C(NC(=S)Nc1ccc(N2CCCC2)cc1)c1ccc(F)cc1 | i | i | i | i | i | i | i | i | i | i | i
Cc1ccccc1OCC(O)Cn1c(Br)nc2c1c(=O)[nH]c(=O)n2C (configuration not stated) | i | i | i | i | i | i | i | i | i | i | i
CC(C)=C(NC(=O)c1ccccc1)C(N)=O | i | i | i | i | i | i | i | i | i | i | i
Cc1[nH]c2ccccc2c1Cc1nnc(SCC(=O)NCc2ccco2)o1 | i | i | i | i | i | i | i | i | i | i | i
CC1=C(C#N)c2nc(N)c(C#N)c(C)c2/C1=C\c1ccc(C)cc1 | i | -5.9* | i | i | nt | i | i | -6.4* | i | i | i
CSCCCNC(=S)N1CCN(c2ccc(C(C)=O)cc2)CC1 | i | i | i | i | i | i | i | i | i | i | i
CCCC(C)C(=O)Nc1ccc(S(=O)(=O)Nc2nccs2)cc1 (configuration not stated) | i | i | i | i | i | i | i | i | i | i | i
COc1cccc(OCC(=O)NNC(=O)C(=O)N2CCCC2)c1 | i | i | i | i | i | i | i | i | i | i | i
COc1ccc(-c2ccnc3cc(C(=O)O)nn23)cc1 | i | i | i | i | i | i | i | i | i | i | i
CS(=O)(=O)N1CCN(c2ccccc2NC(=S)NC(=O)c2cccs2)CC1 | i | i | i | i | i | i | i | i | i | i | i
CC(C)C12CN3CC(C(C)C)(CN(C1)C3(C)C)C2=O | i | i | i | i | i | i | i | i | i | i | i
CCOC(=O)N1CCC(NC(=O)C(Cc2ccccc2)NC(=O)c2ccco2)CC1 (configuration not stated) | i | i | i | i | i | i | i | i | i | i | i
COc1ccc(CN2CCCC(C(=O)c3ccc4c(c3)OCO4)C2)c(F)c1 (configuration not stated) | i | i | i | i | i | i | i | i | i | i | i
COc1ccc(CNC(=S)Nc2ccccc2-c2ccccc2)cc1 | i | i | i | i | i | i | i | i | i | i | i
CC(NC(=O)N(Cc1ccccc1)Cc1ccc2c(c1)OCO2)(C(F)(F)F)C(F)(F)F | i | i | i | i | i | i | i | i | i | i | i
CCOCCCN1CN(S(=O)(=O)c2ccc(Cl)cc2)c2nc3ccccc3nc21 | i | i | i | i | i | i | i | i | i | i | i
COC(=O)c1sc(NC(=O)c2cc(-c3ccccc3)nc3ccccc23)c(C#N)c1C | i | i | i | 13* | i | i | i | i | i | 100* | i
CCOc1ccc(NC(=O)Cn2nnc(C(=O)NCc3ccco3)c2N)cc1 | i | i | i | i | i | i | i | i | i | i | i

3 entries from above, as tab-separated lines:
molecule	MrgX1 PAM	MrgX1 antagonist	RGS4 inh	TRPC4 potent	ANO1 activ	TRPC4 agonist	TRPC6 act	TRPC6 inhibitor	TRPC4 inh	TMEM16A inh	MrgX1 agonist
CCOCCCN1CN(S(=O)(=O)c2ccc(Cl)cc2)c2nc3ccccc3nc21	i	i	i	i	i	i	i	i	i	i	i
CCCC(c1nnnn1C(C)(C)C)N1CCN(Cc2ccccc2)CC1 (configuration not stated)	i	i	i	i	i	i	i	i	i	i	i
CCCN(CCC)C(C(=O)Nc1cccc(OC)c1)c1ccccc1 (configuration not stated)	i	i	i	i	i	i	i	i	i	i	i

Next part
SMILES | MrgX1 PAM | MrgX1 antagonist | RGS4 inh | TRPC4 potent | ANO1 activ | TRPC4 agonist | TRPC6 act | TRPC6 inhibitor | TRPC4 inh | TMEM16A inh | MrgX1 agonist
O=C(O)c1ccccc1NC(=O)c1ccccc1Nc1ccccc1 | i | i | i | i | i | i | i | i | i | i | i
N#Cc1ccccc1Sc1ccccc1C(=O)OCC(N)=O | i | i | i | i | i | i | i | i | i | i | i
CCC(=O)Nc1ccc2c(c1)ncn2-c1ccc(OC)cc1 | i | i | i | i | i | i | i | i | i | i | i
O=C(Nc1ccc(Cl)c(Cl)c1)Nc1nc(-c2ccccc2)cs1 | i | i | i | i | i | i | i | i | i | i | i
Cc1cc(-c2ccc(S(=O)(=O)N3CCCCC3)s2)on1 | i | i | i | i | i | i | i | i | i | i | i
O=C(Cc1csc(Nc2nc(=S)[nH]c3ccccc23)n1)NCc1ccccc1Cl | i | i | i | i | i | i | i | i | i | i | i
COc1ccccc1-c1cc(=O)c2c(O)ccc([N+](=O)[O-])c2o1 | i | i | i | i | i | i | i | i | i | i | i
Cc1ccc(CSCCNC(=O)CCSc2ccccc2)cc1 | i | i | i | i | i | i | i | i | i | i | i
Cc1ccc(S(=O)(=O)N2CCN(C(=O)CNC(=O)c3sc4ccccc4c3Cl)CC2)cc1 | i | i | i | i | i | i | i | i | i | i | i
Cc1ccccc1OCc1nc2ccccc2c(=O)n1N | i | i | i | i | i | i | i | i | i | i | i
COC(=O)CNC(=O)C(NC(=O)c1ccc(Cl)cc1)C(C)C (configuration not stated) | i | i | i | i | i | i | i | i | i | i | i
O=C(CCC(=O)OCC(=O)c1ccc(Br)cc1)Nc1cccc2cccnc12 | i | i | i | i | i | i | i | i | i | i | i
O=C(NCCCn1ccnc1)c1ccc2nccnc2c1 | i | i | i | i | i | i | i | i | i | i | i
Cn1c(=O)oc2cc(S(=O)(=O)NCc3ccc(Cl)cc3)ccc21 | i | i | i | i | i | i | i | i | i | i | i
Cc1ccc(NS(=O)(=O)c2ccc(C)c(C(=O)N3CCN(C)CC3)c2)cc1 | i | i | i | i | i | i | i | i | i | i | i
Cc1cc(C)n(CCC(=O)N2CCCC(N3CCN(c4cccc(Cl)c4)CC3)C2)n1 (configuration not stated) | i | i | i | i | i | i | i | i | i | i | i
Cc1ccc(NC(=O)c2ccc([N+](=O)[O-])o2)cc1S(=O)(=O)N1CCOCC1 | i | i | i | i | i | i | i | i | i | i | i
CC(Oc1ccccc1Cl)C(=O)Nc1ccccc1C(=O)N1CCOCC1 (configuration not stated) | i | i | i | i | i | i | i | i | i | i | i
c1cnc(NC2C3CC4CC(C3)CC2C4)nc1 (configuration not stated) | i | i | i | i | i | i | i | i | i | i | i
CCCN(CCC)C(=O)c1cc2c(=O)n3cccc(C)c3nc2s1 | i | i | i | i | i | i | i | i | i | i | i
CC1CCCCC1NC(=O)Cn1cccc1C(=O)c1ccccc1 (configuration not stated) | i | i | i | i | i | i | i | i | i | i | i
COc1ccccc1Nc1ncc(C(C)=O)c(C)n1 | i | i | i | i | i | i | i | i | i | i | i
COC(=O)C1=C(O)/C(=C\c2ccc(OCC(=O)Nc3ccccc3)cc2)N=C1C | i | i | i | i | i | i | i | i | i | i | i
CCOC(=O)C1CCN(Cc2c(C(=O)N3CCOCC3)nc3c(C)cccn23)CC1 | i | i | i | i | i | i | i | i | i | i | i
Cc1cc(C)cc(NC(=O)CN2C(=O)c3ccccc3C2=O)c1 | i | i | i | i | i | i | i | i | i | i | i
Additional records:
SMILES | MrgX1 PAM | MrgX1 antagonist | RGS4 inh | TRPC4 potent | ANO1 activ | TRPC4 agonist | TRPC6 act | TRPC6 inhibitor | TRPC4 inh | TMEM16A inh | MrgX1 agonist
O=c1c2ccccc2c(C=Nc2cccc(O)c2)c(O)n1-c1ccc2c(c1)OCO2 | i | i | i | i | i | i | i | i | i | 25* | i
O=C1CCc2cc(NS(=O)(=O)c3ccccc3)cc3c2N1CC3 | i | i | i | i | i | i | i | i | i | i | i
Cc1ccccc1CN(C)C(=O)CNC(=O)c1ccc2ccccc2c1 | i | i | i | i | i | i | i | i | i | i | i
Nc1cc(S(=O)(=O)Nc2ccccc2Cl)ccc1N1CCOCC1 | i | i | i | i | i | i | i | i | i | i | i
COc1ccccc1C=NC(CO)C(O)c1ccc([N+](=O)[O-])cc1 (configuration not stated) | i | i | i | i | i | i | i | i | i | i | i
CC1CCCCN1CCCNC(=O)c1c(O)nc2ccccn2c1=O (configuration not stated) | i | i | i | i | i | i | i | i | i | i | i
CC1(C)Cc2c(sc3nc(SCC(=O)O)[nH]c(=O)c23)CO1 | i | i | i | i | i | i | i | i | i | i | i
CCOCCCNC(=S)N(CCO)Cc1cc2cc3c(cc2[nH]c1=O)OCCO3 | i | i | i | i | i | i | i | i | i | i | i
CN(C)S(=O)(=O)c1ccc(C(=O)Nc2ccccc2F)cc1 | i | i | i | i | i | i | i | i | i | i | i
CCOC(=O)c1cnn(-c2ccccc2)c1-n1cccc1C(=O)C(=O)Nc1ccccc1 | i | i | i | i | i | i | i | i | i | i | i
O=C(C1=C[C@@H](c2csc3ccccc23)C[C@@H](OCc2ccc(CO)cc2)O1)N1CCN(Cc2ccc3c(c2)OCO3)CC1 | i | i | i | i | i | i | i | i | i | i | i

Quoted at random: 3 records from the list, in no set order.
SMILES | MrgX1 PAM | MrgX1 antagonist | RGS4 inh | TRPC4 potent | ANO1 activ | TRPC4 agonist | TRPC6 act | TRPC6 inhibitor | TRPC4 inh | TMEM16A inh | MrgX1 agonist
Cc1ccc(CSCCNC(=O)CCSc2ccccc2)cc1 | i | i | i | i | i | i | i | i | i | i | i
O=C(Cc1csc(Nc2nc(=S)[nH]c3ccccc23)n1)NCc1ccccc1Cl | i | i | i | i | i | i | i | i | i | i | i
CC(NC(=O)N(Cc1ccccc1)Cc1ccc2c(c1)OCO2)(C(F)(F)F)C(F)(F)F | i | i | i | i | i | i | i | i | i | i | i
